Compound activity deposited in PubChem by The Scripps Research Institute Molecular Screening Center.
OXTR potentiator = human OXTR potentiators, primary screen, fluorescence, CHO-OTR cells, Fluo-8 calcium; Oxytocin receptor (Homo sapiens), P30559; Fluo-8 calcium fluorescence, potentiator mode; 0% = oxytocin EC15, 100% = EC100; activation, % at 3 µM; 320,000 tested, 0.061% active; AID 2445, 2010;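 active = activation above that plate's cutoff, the mean activation of tested compounds plus 3 SD, cut at about 6.6% in these data, passing the limit was not always enough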;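 also: 100% uses oxytocin at 75 nM as the full agonist control; some results filed as inactive read as strong as hits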
Target sequence (P30559 whole entry, looked up): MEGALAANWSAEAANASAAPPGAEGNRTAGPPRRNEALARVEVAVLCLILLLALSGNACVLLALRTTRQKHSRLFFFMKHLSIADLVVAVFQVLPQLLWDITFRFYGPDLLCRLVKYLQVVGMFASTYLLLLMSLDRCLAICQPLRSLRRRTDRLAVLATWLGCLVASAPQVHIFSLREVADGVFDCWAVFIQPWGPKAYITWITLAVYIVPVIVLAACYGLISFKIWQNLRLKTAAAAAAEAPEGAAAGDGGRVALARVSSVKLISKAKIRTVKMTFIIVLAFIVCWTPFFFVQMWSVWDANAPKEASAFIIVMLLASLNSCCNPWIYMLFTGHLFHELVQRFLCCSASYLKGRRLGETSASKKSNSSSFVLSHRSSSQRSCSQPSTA
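Assay system: CHO cell line stably expressing human OTR | Also added: Oxytocin at about EC15, sub-maximal agonist stimulus | Times: Compound 6 min at room temperature before oxytocin, 100 s read | Measured by: Fluo-8 intracellular calcium fluorescence, ex 470-495, em 515-575 nm | Controls: EC15 oxytocin alone as 0%, 75 nM oxytocin as 100%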
CHO parental Ca = ATP-evoked calcium signal inhibitors, parental CHO, primary screen, counter-screen for OX1R antagonist project, cell-based, fluorescence, Fluo-8 calcium dye. inhibition, % at 5.6 µM. 330,000 tested, 0.63% active. AID 463079, 2010. parental CHO-K1, ATP-induced calcium, Fluo-8 fluorescence;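 active = inhibition above that plate's mean sample inhibition plus 3 SD, cut at about 26% in these data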;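 also: 0% = ATP-challenged DMSO wells and 100% = DMSO wells without ATP; some compounds past the cut are filed as inactive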
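Material – parental CHO cells · Reagent – ATP stimulus · Compound – single nominal dose of 5.6 µM per compound · Detection – Fluo-8 fluorescence · Read-out basis – percent inhibition of calcium signal · Controls – ATP-challenged DMSO wells low, unchallenged DMSO wells high · Repeats – no replicates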
TAAR1 antag = human TAAR1 antagonists, primary screen, Fluo-8 calcium fluorescence, CHO RD-HGA16 cells. 360,000 tested, 1.5% active. AID 624466, 2012. inhibition, % at 3 µM. Trace amine-associated receptor 1 (Homo sapiens), Q96RJ0. antagonist;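 active = inhibition above a per-plate cutoff, the mean inhibition of test compounds on that plate plus 3 SD, cut at about 49% in these data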;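 also: 0% = DMSO plus EC80 beta-PEA response and 100% = DMSO alone without agonist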
Target sequence (Q96RJ0 whole entry, looked up): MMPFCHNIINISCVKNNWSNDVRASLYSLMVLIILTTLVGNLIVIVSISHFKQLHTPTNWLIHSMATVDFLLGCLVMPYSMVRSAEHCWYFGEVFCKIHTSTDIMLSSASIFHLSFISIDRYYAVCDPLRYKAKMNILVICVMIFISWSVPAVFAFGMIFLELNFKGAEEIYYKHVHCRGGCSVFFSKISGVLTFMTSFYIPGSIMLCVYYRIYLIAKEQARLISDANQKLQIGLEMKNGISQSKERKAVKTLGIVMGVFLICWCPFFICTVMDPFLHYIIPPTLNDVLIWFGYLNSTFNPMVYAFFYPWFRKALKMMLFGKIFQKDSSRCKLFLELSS
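Test system: hTAAR1-expressing CHO RD-HGA16 cells, Gα16-coupled; Probe or stimulus: EC80 β-phenethylamine stimulus; Compound dosing: single nominal final test compound concentration of 3 µM; Timing: 140 s kinetic read after compound, 140 s after agonist; Signal: Fluo-8 calcium-sensitive fluorescence; Measure: % inhibition of agonist calcium response; Controls: DMSO and EC80 PEA controls.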
M1 ag parental = counter-screen for M1 agonists: effect in parental CHO-K1 cells | activation, % at 3 µM | 360,000 tested, 0.48% active | Fluo-8 calcium fluorescence; scaled to maximal ATP response, vehicle zero; in the data active = activation above about 15%;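 also: untransfected CHO-K1 host cells lacking M1 receptor as counterscreen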
CHO-K1 Ca PAM = nonselective calcium activators in parental CHO-K1 cells, primary screen, counter-screen for M1 PAM project, cell-based, Fluo-8 calcium fluorescence, full deck, 1536-well; ATP EC20; 0% at ATP EC20, 100% at ATP max; activation, % at 3 µM; 360,000 tested, 0.02% active; AID 602247, 2012;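 active = activation above the run cutoff, the mean activation of all test compounds plus 3 SD, cut at about 40% in these data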;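 also: peak over basal fluorescence ratio in a 140 s read after ATP addition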
CHO-K1 Ca antag = M1 antagonist counterscreen hit in parental CHO-K1 cells. 360,000 tested, 0.6% active. ATP-induced calcium, Fluo-8 fluorescence. inhibition, % at 3 µM;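 active = inhibition above a per-plate cutoff, the plate's mean sample inhibition plus 3 SD, cut at about 24% in these data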;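 also: 0% = DMSO plus EC80 ATP and 100% = DMSO alone without ATP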
TAAR1 agonist = human TAAR1 agonists, primary screen, Fluo-8 calcium fluorescence, CHO RD-HGA16 cells | Trace amine-associated receptor 1 (Homo sapiens), Q96RJ0 | vehicle wells 0%, saturating PEA agonist 100% | activation, % at 3 µM | 360,000 tested, 0.99% active | AID 624467, 2012;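 active = activation above the mean activation of all test compounds in the run plus 3 SD, cut at about 38% in these data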
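Signal – calcium-sensitive Fluo-8 signal, excitation 470-495, emission 515-575 nm · System – RD-HGA16 (CHO) cells co-expressing Gα16 and hTAAR1 · Incubation – 17-24 h seeding, 75 min 37 °C dye, 30 min RT · Compound dosing – 3 µM single concentration · Repeats – no replicates (n 1)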
M1 ag = human M1 muscarinic receptor agonists, primary screen, Fluo-8 calcium fluorescence, CHO-K1 cells, HTS | Muscarinic acetylcholine receptor M1 (Homo sapiens), P11229 | CHO-K1 hM1, agonist mode; 0% DMSO, 100% acetylcholine EC100 | activation, % at 3 µM | 360,000 tested, 0.33% active | AID 588814, 2011;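 active = activation above the run's mean compound activation plus 3 SD, cut at about 16% in these data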;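 also: peak over basal fluorescence ratio within a 140 s kinetic read after compound addition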
V1R ag counter = agonists of human V1a receptor, primary screen, counter-screen for OXTR agonist project, fluorescence, CHO-V1R cells. activation, % at 3 µM. Vasopressin V1a receptor (Homo sapiens), P37288. Fluo-8 calcium fluorescence, agonist mode; 0% DMSO, 100% 3 nM vasopressin. 320,000 tested, 0.25% active. AID 2797, 2010;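 active = activation above the mean activation of all tested compounds plus 3 SD, per screening run, cut at about 20% in these data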;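 also: signal is peak over basal fluorescence ratio across a 100 second FLIPR read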
* hit, by the source's call; . = not tested or not shown.

1	Cn1nc(C(=O)Nc2cccnc2)c2ccccc2c1=O
2	N#Cc1nc(-c2cccs2)oc1NCc1ccccc1Cl
3	Cc1cc(NC(=O)C2CC(=O)N(c3ccc(F)cc3)C2)no1 (configuration not stated)
4	Cc1ccc(C)c(-c2cc(C(=O)Nc3cccnc3)c3ccccc3n2)c1
5	CC(=O)C1=C(O)C(=O)N(CCC(=O)O)C1c1ccccc1Cl (configuration not stated)
6	CCC(=O)Nc1sc2c(c1C(=O)OC)CCN(Cc1ccccc1)C2
Screen / compound no.	1	2	3	4	5	6
OXTR potentiator	-23	-10	1	-6	4	1
CHO parental Ca	-12	-24	9	-16	-3	-20
TAAR1 antag	0	10	0	61*	19	-33
M1 ag parental	0.6	0.1	0.6	4.0	0.1	1.0
CHO-K1 Ca PAM	5	25	13	-13	-5	4
CHO-K1 Ca antag	6	-8	-6	3	-5	-1
TAAR1 agonist	0	8	1	4	0	8
M1 ag	-3	-3	-1	0	-4	-9
V1R ag counter	-0.2	0.2	-0.2	0.7	0.6	0.9

7	COc1ccc2nc3cc(Cl)ccc3c(Nc3cc(C(C)C)c(O)cc3C)c2c1
8	COc1ccc(/C=C2\SC(=O)N(CC(=O)NC3CCS(=O)(=O)C3)C2=O)cc1 (configuration not stated)
9	O=C(COc1ccccc1)Nc1ccccc1N1CCCCC1
10	O=C(Nc1cc([N+](=O)[O-])ccc1O)NC1CCS(=O)(=O)C1 (configuration not stated)
11	COc1ccc(-c2csc3ncnc(Oc4ccc5c(C)cc(=O)oc5c4)c23)cc1
12	CCCCCCCCN1C(=O)[C@H](CC(=O)N2CCOCC2)C[C@@]2(C(=O)OC)CCCCC=C12
Screen / compound no.	7	8	9	10	11	12
OXTR potentiator	-16	-9	-16	-1	-1	.
CHO parental Ca	3	-3	-47	-13	-15	.
TAAR1 antag	-6	-22	9	-18	7	0
M1 ag parental	1.1	-0.4	-0.2	0.1	0.2	0.3
CHO-K1 Ca PAM	-24	1	21	11	8	-2
CHO-K1 Ca antag	-7	-2	-9	-10	5	-9
TAAR1 agonist	24	19	-2	1	3	-1
M1 ag	-8	0	-6	1	-5	.
V1R ag counter	4.6	-0.3	0.8	-0.1	-0.3	.

13	COc1ccc2[nH]c3c(c2c1)CCN1C(=O)C(CC(=O)NCCC2=CCCCC2)C[C@H](C(=O)N2CCOCC2)[C@@]31C (some centres not stated)
14	COc1ccc(C(=O)N2CCN(c3ccccn3)CC2)cc1
15	CSc1nc(N)c(NC(=O)c2ccc(Br)o2)c(=O)[nH]1
16	CC(C)(C)C(Cn1ccnc1)NC(=O)c1ccc2nc(C3CC3)oc2c1 (configuration not stated)
17	COCCNC(=S)NNC(=O)c1ccco1
18	Cc1c(Cl)cccc1NC(=O)CS(=O)(=O)c1ccccc1
Screen / compound no.	13	14	15	16	17	18
OXTR potentiator	.	2	-7	5	-4	-1
CHO parental Ca	-29	-2	-12	-9	-4	-5
TAAR1 antag	-12	5	-11	4	22	-9
M1 ag parental	-0.2	0.6	0.0	0.1	0.1	-0.3
CHO-K1 Ca PAM	23	17	-7	2	14	-2
CHO-K1 Ca antag	-8	-6	-11	-3	-6	-1
TAAR1 agonist	1	5	1	1	10	4
M1 ag	-5	-4	-3	-6	-3	-4
V1R ag counter	.	0.4	1.1	0.4	-0.2	0.8

19	Cc1ccc(S(=O)(=O)N2CCC(C(=O)N[C@@H](C)C(=O)NC3CCS(=O)(=O)C3)CC2)cc1 (some centres not stated)
20	CCN1CCN(C(=O)CN(c2ccccc2C)S(C)(=O)=O)CC1
21	COC(=O)c1ccccc1NC(=O)c1ccc2nccnc2c1
22	Cc1ccc(COC(=O)c2cc(S(=O)(=O)N3CCOCC3)ccc2C)cc1
23	CCCn1nc(NC(=O)c2cccs2)c2cc3ccc(C)cc3nc21
24	O=C(CSc1nc2ccccc2c(=O)n1Cc1ccccc1)NCc1ccco1
Screen / compound no.	19	20	21	22	23	24
OXTR potentiator	1	-3	-2	-6	-5	-10
CHO parental Ca	-1	-2	-10	-18	-24	-3
TAAR1 antag	10	8	10	12	-3	79*
M1 ag parental	.	-0.2	1.4	-0.8	3.7	2.4
CHO-K1 Ca PAM	.	14	-6	2	17	17
CHO-K1 Ca antag	.	-6	-7	-10	-9	-15
TAAR1 agonist	-1	13	1	8	3	75*
M1 ag	.	-5	-7	-2	-6	-10
V1R ag counter	0.8	1.7	0.1	0.8	-1.3	-0.4

25	COc1ccccc1C(=O)NCCC(=O)NCC(c1ccco1)N1CCCCC1 (configuration not stated)
26	CCSc1nc2sccc2c(=O)n1-c1ccccc1
27	CC(=NO)C1(C)CC=CCC1CO (configuration not stated)
28	CN(CC1COc2ccccc2O1)C(=O)CSc1ncnc2sccc12 (configuration not stated)
29	Cc1ccc(-c2nnn(CC(=O)N3CCCCC3)n2)o1
30	CCOC(=O)N1CCN(C(=O)COc2ccc(S(=O)(=O)NCc3ccccc3)cc2)CC1
Screen / compound no.	25	26	27	28	29	30
OXTR potentiator	-10	-6	.	-7	-4	7
CHO parental Ca	0	-23	.	-18	5	-2
TAAR1 antag	-7	0	-5	7	18	2
M1 ag parental	1.1	-0.9	0.6	3.0	0.1	0.4
CHO-K1 Ca PAM	-12	21	-1	2	12	14
CHO-K1 Ca antag	-1	2	9	-24	-13	2
TAAR1 agonist	0	-2	0	13	6	4
M1 ag	-6	-8	-2	-2	0	-4
V1R ag counter	1.1	-0.9	.	2.9	0.3	0.4

31	CCOC(=O)C1CCCN(C(=O)c2cc3cc(F)ccc3[nH]2)C1 (configuration not stated)
32	CCCc1[nH][nH]c(=O)c1C(c1ccccc1)C(C#N)C#N (configuration not stated)
33	COc1ccc(Cn2c(=S)[nH]c3ccccc32)cc1
34	CCOC(=O)C(NC(C)=O)(Nc1cccc(F)c1)C(F)(F)F (configuration not stated)
35	Cc1ccc2nc(-c3ccc(NC(=O)CCS(=O)(=O)c4ccccc4)cc3)sc2c1
36	C/C(=N\NC(=O)NC1CCCCC1)c1ccc(Cl)s1
Screen / compound no.	31	32	33	34	35	36
OXTR potentiator	-22	-5	-1	0	-5	.
CHO parental Ca	-7	-11	-8	-8	-7	.
TAAR1 antag	3	10	-5	11	22	-15
M1 ag parental	12	0.7	0.9	1.7	1.0	-0.2
CHO-K1 Ca PAM	14	19	20	11	3	10
CHO-K1 Ca antag	15	-9	-14	-1	4	5
TAAR1 agonist	1	14	3	-1	6	-2
M1 ag	5	-4	1	-4	-4	-1
V1R ag counter	6.6	2.9	0.4	0.3	0.7	.

37	Cc1ccc(N(C(=O)CNC(=O)c2ccco2)C(C(=O)NC2CCCC2)c2ccncc2)c(C)c1 (configuration not stated)
38	Cc1cc(C)c(N(C(=O)c2csnn2)C(C(=O)NC(C)(C)C)c2ccncc2)c(C)c1 (configuration not stated)
39	CCC(=O)N1CCc2cc(OC)c(OC)cc2C1COc1ccccc1OC (configuration not stated)
40	Cc1ccc(OC(C)C(=O)N2CC(=O)Nc3ccccc32)c(C)c1 (configuration not stated)
41	O=C(NC(=S)NNC(=O)c1ccco1)c1ccc(F)cc1
42	COC(CNC(=O)CNC(=S)N(Cc1ccccc1)Cc1cccnc1)OC
Screen / compound no.	37	38	39	40	41	42
OXTR potentiator	-4	-1	.	-2	-4	-21
CHO parental Ca	-21	-9	.	-10	-6	-16
TAAR1 antag	-13	5	-5	1	-10	4
M1 ag parental	-0.1	0.0	0.4	3.1	1.3	1.1
CHO-K1 Ca PAM	10	-12	15	12	2	18
CHO-K1 Ca antag	-6	8	-5	-13	-11	-4
TAAR1 agonist	2	11	4	5	5	0
M1 ag	0	-3	-1	-4	0	-5
V1R ag counter	-0.5	0.7	.	0.3	2.8	-0.9

43	COc1ccc(NC(=O)c2sc(NC(=O)COc3ccccc3)nc2C)cc1
44	O=C(CN(CC1CCCO1)C(=O)CCC(=O)Nc1ccccn1)NCc1ccccc1 (configuration not stated)
45	Cc1cccc(NC(=O)Cc2nc(-c3c[nH]c(C(=O)N4CCCC4)c3)cs2)c1
46	Cc1ccc(S(=O)(=O)N2CCOCC2)cc1NC(=O)CSc1nnnn1C
47	COc1ccc(CC(=O)Nc2c3c(nn2-c2cccc(Cl)c2)CS(=O)C3)cc1 (configuration not stated)
48	Cc1cccc2cc(CN(C(=O)c3cccc([N+](=O)[O-])c3)C(C)C)c(=O)[nH]c12
49	CCc1ccccc1NNC(=O)c1cc(C)on1
50	Cc1ccc(CSCCNS(C)(=O)=O)cc1
Screen / compound no.	43	44	45	46	47	48	49	50
OXTR potentiator	-8	4	.	2	3	9	-1	-11
CHO parental Ca	-21	-9	.	-8	-4	-30	-13	-5
TAAR1 antag	-3	-6	5	-9	5	-4	-5	19
M1 ag parental	2.2	-0.1	4.6	0.6	0.1	-0.2	0.1	0.3
CHO-K1 Ca PAM	10	-3	4	-2	12	-2	12	3
CHO-K1 Ca antag	-9	-4	-8	-10	4	-6	-2	-4
TAAR1 agonist	12	2	4	2	2	2	1	3
M1 ag	-5	-3	-5	-5	-3	-4	-3	-3
V1R ag counter	1.5	1.5	.	1.4	0.8	0.0	-0.2	0.2

Random draw from the library. Share with any hit: about 3.3%.
